# TRPV1 ag = agonists of human vanilloid receptor 1 (TRPV1). activation, % at 8.33 µM. Q8NER1. hit rate 0.19% among 320,000. TRPV1-expressing cells, Fluo-8 calcium influx, agonist mode; in the data active = activation above about 80%; inconclusive = between about 30% and that limit; note: 0% is about no effect
#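 TRPV1-expressing cells were cultured overnight at 35.5C and loaded with Fluo-8 calcium dye for 40 to 90 min at room temperature. After a 10 s baseline, compound was added and calcium influx was read kinetically for 3 min (ex 480/em 520 nm).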
# ELG1 genotox = inducers of genotoxicity in HEK293T ELG1-luciferase cells; HEK293T ELG1-luciferase reporter, luminescence, 16 h; Potency, µM (highest dose often 46 µM), for inactives: at the top dose activity change, positive = activation, most hits filed as activators; hit rate 1.3% among 330,000; AID 504466; note: potency is the fitted concentration of half-maximal effect; % of control where 0% means no effect; nearly all actives have a fitted effect of over 60% in size
#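 DMSO vehicle served as control against compound-treated ELG1-luciferase HEK293T cells; exposure lasted 16 hr at 37 °C and 5% CO2, followed by ONE-Glo luminescence detection after 30 min.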
# Integrin act MD = activators of alpha7 integrin expression for muscular dystrophy. alpha7betagal myoblasts, beta-gal FDG fluorescence, 48 h. AID 624291. Potency, µM (series often up to 38.3 µM), inactives show at the highest dose activation, hits mostly activators. hit rate 0.064% among 350,000;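 note: potency is the fitted concentration of half-maximal effect; 100% = response of the positive control SU9516; nearly all actives have a fitted effect of over 60% in size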
#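 Alpha7betagal+/- myoblasts (passage 13) were plated 16-24 hr, then exposed to compounds (1:260 dilution of DMSO stock) for 48 hours at 37C. After MPER lysis, β-galactosidase reporter activity was read as FDG fluorescence (ex 480/em 540) after 30 minutes.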
# USP2a block = USP2a (human) protease inhibition. O75604. hit rate 0.01% among 330,000. USP2 core, Ub-CHOP2 coupled fluorogenic reporter, 485/531. Potency, µM (doses to about 38.3 µM), for the others: at the top dose activity change, negative = inhibition, most hits filed as inhibitors;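 note: potency is the fitted concentration of half-maximal effect; plate controls were DMSO wells for no effect and full inhibition by NEM control for full effect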
#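 USP2 core (10nM final) preincubated 30min RT with compound in 20mM Tris-HCl pH 8.0, 2mM CaCl2, 2mM beta-mercaptoethanol, 0.05% CHAPS; 25nM Ub-CHOP2 plus 25nM reporter substrate added, fluorescence (Ex485/Em531) read after 60min.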
# ASM inhibitor = human S-ASM enzyme inhibition; P17405; placental ASM, HMU-PC fluorogenic substrate, 60 min; Potency, µM (top dose mostly 57.5 µM), for inactives: at the highest dose activity change, negative = inhibition, actives largely listed as inhibitors; hit rate 0.006% among 340,000; AID 504937; note: potency is the fitted concentration of half-maximal effect
#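 Fluorogenic HMU-PC substrate (9 uM final) is turned over by placental ASM in 60 min at 37 C after a 10 min compound preincubation. Reaction ended by alkaline stop (pH 10), with fluorescence read at 386/447 nm.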
# TSG101-PTAP inh = blocks PTAP/TSG101 interaction to inhibit HIV-1 budding; Fluorescence polarization, FITC-PTAP peptide / Tsg101 binding; Potency, µM (series often up to 115 µM), inactives show top-dose activity change, negative = inhibition, hits mostly inhibitors; 340,000 tested, under 10 active; AID 493005; active = well fitted inhibition curve with a large enough effect in the main read-out, with a control signal flat, not every such curve was filed as active; inconclusive = small, poorly fitted or top-dose-only effect, or effect the other way, or a change in a side signal; inactive = no such curve, though single readings can be large or run the other way; note: potency is the fitted concentration of half-maximal effect; % of control where 0% means no effect
#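 FP read-out: FITC-PTAP peptide, 50 nM final, binding Tsg101 binding domain, 10 uM final; 20 min, r.t.; 10 mM HEPES pH 7.5, 0.15 M NaCl, 0.01% Tween 20, 3 mM EDTA, 0.1 mM TCEP.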
# p53 reactivator = restores transcriptional activity of mutant p53. H1299 p53-A138V BP100-luciferase reporter, luminescence, 24 h. Potency, µM (titrated, usually from 92.2 µM), for the others: at the highest dose activity change, positive = activation, usual class: activators. AID 504706. hit rate 0.063% among 320,000; note: potency is the fitted concentration of half-maximal effect; % of control where 0% means no effect; nearly all actives have a fitted effect of over 45% in size
#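 p53-null H1299 cells stably carrying temperature-sensitive p53-A138V and a BP100-luciferase reporter were pinned with compounds (4-point, 1:5 series) and held 24 hrs at 37 deg C. Luminescence was read 10 min after detection reagent.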
# BRCA1 expr up = activators of BRCA1 expression; hit rate 1.1% among 380,000; Potency, µM (series often up to 46.1 µM), inactives show at the highest dose activation, most hits filed as activators; MCF7-BRCA1-FFLuc reporter, luminescence, 48 h; response scale: scaled: vehicle 0%, 10 µM genistein 100%; note: potency is the fitted concentration of half-maximal effect; nearly all actives have a fitted effect of over 80% in size; some results filed as inactive show a strong effect at the top dose
#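 MCF7 cells carrying a BRCA1-firefly luciferase reporter (2000 cells/well, phenol-red free MEM) were attached for 2 h at 37 °C, then given compounds for 48 h. Luminescence was read 15 min after luciferase reagent; activity normalized to genistein (10 microM) and DMSO.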
# uPA surface inh = cell surface uPA generation inhibition. cell surface uPA generation assay, qHTS. Potency, µM (series often up to 38.3 µM), inactives show at the highest dose activity change, negative = inhibition, usual class: inhibitors. hit rate 0.31% among 330,000; active = well fitted inhibition curve with a large enough effect; inconclusive = small, poorly fitted or top-dose-only effect; inactive = no such curve, though single readings can be large or run the other way; tested in mouse RAW 264.7 cells; note: potency is the fitted concentration of half-maximal effect; % is set by controls: 0 for no effect and ±100 for the full control effect; nearly all actives have a fitted effect of over 55% in size
# Eya2 phos inh = Eya2 (human) phosphatase inhibition. recombinant Eya2, OMFP fluorescence dephosphorylation (OMFP is methylfluorescein phosphate). O00167. AID 488837. Potency, µM (doses to about 76.9 µM), inactives show top-dose activity, negative = inhibition, usual class: inhibitors. hit rate 0.006% among 330,000; note: potency is the fitted concentration of half-maximal effect; % is set by controls: 0 for no effect and ±100 for the full control effect
# Target sequence (O00167 whole entry, looked up): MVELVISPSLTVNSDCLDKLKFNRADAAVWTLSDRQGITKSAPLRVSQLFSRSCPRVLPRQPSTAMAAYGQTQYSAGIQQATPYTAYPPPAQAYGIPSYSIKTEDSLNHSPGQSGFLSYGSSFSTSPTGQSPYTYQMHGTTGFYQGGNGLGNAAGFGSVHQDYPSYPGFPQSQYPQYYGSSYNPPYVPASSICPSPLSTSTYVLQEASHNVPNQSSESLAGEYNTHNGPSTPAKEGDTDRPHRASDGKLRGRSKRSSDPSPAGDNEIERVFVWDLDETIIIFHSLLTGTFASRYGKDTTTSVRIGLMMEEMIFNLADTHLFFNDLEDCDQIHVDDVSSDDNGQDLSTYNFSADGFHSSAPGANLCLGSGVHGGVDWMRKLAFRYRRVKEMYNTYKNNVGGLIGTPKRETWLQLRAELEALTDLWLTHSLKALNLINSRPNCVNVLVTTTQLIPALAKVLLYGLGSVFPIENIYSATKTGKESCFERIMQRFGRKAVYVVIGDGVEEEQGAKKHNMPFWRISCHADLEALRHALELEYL
#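 Eya2 (0.2 uM) preincubated 10 min at ambient with compound, then OMFP substrate added at 50 uM; 10 min reaction in 50 mM HEPES pH 7.5, 50 mM NaCl, 5 uM MgCl2, 0.05% BSA, 1 mM DTT. Fluorescence read at Ex 485/Em 525 nm.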
# B2AR arrestin = recruits beta-arrestin to the human beta2-adrenergic receptor. AID 492947. beta-arrestin recruitment to beta2AR, cell-based reporter. Potency, µM (top dose mostly 46.1 µM), inactives show top-dose activation, most hits filed as activators. hit rate 0.02% among 330,000;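 note: potency is the fitted concentration of half-maximal effect; 0% = DMSO controls and full agonism = EC100 isoproterenol or metaproterenol; nearly all actives have a fitted effect of over 65% in size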
# Target sequence (P07550 whole entry, looked up): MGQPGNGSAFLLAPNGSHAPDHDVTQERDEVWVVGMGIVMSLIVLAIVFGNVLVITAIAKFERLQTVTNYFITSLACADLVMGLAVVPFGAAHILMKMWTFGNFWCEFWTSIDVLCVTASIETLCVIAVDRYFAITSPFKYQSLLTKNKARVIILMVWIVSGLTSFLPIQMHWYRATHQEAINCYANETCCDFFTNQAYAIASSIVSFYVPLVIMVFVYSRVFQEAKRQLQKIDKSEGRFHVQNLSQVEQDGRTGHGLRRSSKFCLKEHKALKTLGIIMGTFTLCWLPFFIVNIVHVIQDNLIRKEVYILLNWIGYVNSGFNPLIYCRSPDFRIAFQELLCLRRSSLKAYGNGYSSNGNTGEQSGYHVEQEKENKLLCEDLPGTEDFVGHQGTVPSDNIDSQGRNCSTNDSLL
# The depositor's hits bear a star; ? = inconclusive; . = not tested or not shown; [ ] = another dose, or the depositor's remark. Unless noted, calls come from the whole dose curve; as a rule, active = well fitted curve in the direction sought with a large enough effect; inconclusive = small, poorly fitted or top-dose-only effect, or another doubt; inactive = no such curve, though single readings can be large; an effect the other way counts as inactive or inconclusive.
# Values in the order – TRPV1 ag	ELG1 genotox	Integrin act MD	USP2a block	ASM inhibitor	TSG101-PTAP inh	p53 reactivator	BRCA1 expr up	uPA surface inh	Eya2 phos inh	B2AR arrestin
- CCOc1ccc(OCCC(=O)Nc2cccc(S(=O)(=O)N3CCCC3)c2)cc1
    14	-7%	-9%	0%	-24%	1%	-4%	-22%	-15%	-38%	-0.3%
- CC(C)CN(C1CCS(=O)(=O)C1)S(=O)(=O)c1ccc2ccccc2c1 (stereo not given)
    3	0%	0%	7%	-3%	-1%	0%	-20%	0%	3%	0.1%
- Clc1ccc(CN2CCC(Cc3ccccc3)CC2)cc1
    1	-4%	-8%	2%	-1%	-3%	2%	-13%	0%	7%	-0.1%
- Clc1ccc(SCCN2CCNCC2)cc1
    0	-8%	-40%	1%	4%	1%	-6%	-26%	?	-10%	-0.9%
- COC(=O)c1ccc(C)c(NC(=O)CCNC(=O)c2ccc([N+](=O)[O-])cc2)c1
    -6	-1%	-14%	3%	3%	0%	-6%	-8%	2%	11%	-0.6%
- COC(=O)c1cccc(NC(=O)CN(c2ccc3c(c2)OCO3)S(C)(=O)=O)c1C
    0	-5%	23%	7%	0%	1%	1%	8%	10%	5%	0.2%
- COc1ccc(NC(=O)COC(=O)c2cc3c(s2)CCC3)cc1
    5	1%	-16%	2%	12%	-3%	0%	7%	-2%	-13%	-0.3%
- COc1ccccc1C(=O)NNC(=O)C12CC3CC(CC(C3)C1)C2
    2	0%	5%	3%	4%	-1%	3%	-26%	3%	2%	-0.2%
- CC1CCN(c2ccc(NC(=O)c3ccccc3[N+](=O)[O-])cc2)CC1
    6	6%	-41%	1%	-5%	0%	-2%	42%	-1%	8%	-0.2%
- Cc1cc(NC(=O)c2ccc(S(=O)(=O)Nc3ccccc3)cc2)no1
    -2	1%	-5%	1%	-3%	-4%	-3%	-2%	-1%	13%	-0.3%
- O=C(Nc1ccc(Cl)cc1)/C(=C/c1ccc([N+](=O)[O-])cc1)c1nc2ccccc2s1
    ?	-21%	.	0%	.	.	-7%	.	.	0%	0.0%
- CCCCn1c(N)c(N(CCOC)C(=O)Cn2c(=O)oc3ccccc32)c(=O)[nH]c1=O
    -4	0%	-7%	0%	21%	4%	-5%	6%	5%	10%	-2.9%
- Cc1ccc(C(=O)OCC(=O)N2CCC(c3ccccc3)=N2)cc1
    .	2%	12%	-6%	-10%	-6%	-4%	0%	-1%	-8%	-0.1%
- CCCCCCc1c(C)c2ccc(OCC(=O)N[C@@H](Cc3ccccc3)C(=O)O)cc2oc1=O
    10	4%	12%	-19%	-8%	0%	.	1%	10%	-23%	-0.1%
- COc1ccc(OC)c(NC(=O)CCC(=O)Nc2nnc(C(F)(F)F)s2)c1
    0	3%	-3%	6%	-2%	0%	1%	-17%	7%	23%	-0.2%
- CC(C)Cc1nnc(NC(=O)c2cc(S(=O)(=O)N(C)C)ccc2N2CCCC2)s1
    3	8%	-7%	0%	6%	-1%	1%	-7%	2%	-4%	0.3%
- Cc1cccc(/C=N/NC(=O)C[n+]2ccccc2)c1
    1	1%	30%	1%	2%	0%	0%	-5%	-2%	1%	0.1%
- Cc1c(Cl)cccc1NC(=O)CNC(=O)c1ccc(F)cc1
    7	4%	-8%	3%	3%	-1%	4%	-5%	-26%	2%	-0.1%
- COc1cc(S(=O)(=O)N2CCOCC2)ccc1NC(=O)COC(=O)CC12CC3CC(CC(C3)C1)C2
    2	-3%	0%	-8%	-2%	-7%	-3%	-49%	-5%	2%	0.1%
- COC(=O)CCC(=O)Nc1sc2c(c1C#N)CCCC2
    5	-3%	-24%	?	-4%	-1%	3%	-14%	-10%	3%	-0.6%
- Nc1cc(Cl)ccc1N1C(=O)CCC1=O
    2	3%	-10%	-1%	2%	-5%	3%	-3%	-4%	-3%	-0.8%
- O=C(O)c1ccc2c(c1)C(=O)N(NC(=O)c1ccccc1)C2=O
    -5	4%	?	-1%	10%	-4%	6%	0%	-3%	1%	0.1%
- Cc1ccc(NC(=O)N2CCC(C(=O)NCc3ccc(F)cc3)CC2)cc1
    7	-4%	-7%	5%	6%	-1%	-10%	5%	.	-3%	-1.4%
- COc1cc(OC)cc(-c2nc3ccccc3s2)c1
    4	?	1%[7.66 µM]	-2%	-9%	3%	13%	-7%	.	6%	-0.1%
- CC(C)[C@H](NC(=O)c1ccc(F)cc1)C(=O)OCC(=O)NC(=O)c1cccn1C
    0	0%	26%	1%	4%	-2%	-3%	-1%	-1%	-3%	-0.7%
- Cc1ccc(Cn2ncc(C)c2N)o1
    0	1%	-18%	2%	12%	-4%	-1%	36%	2%	4%	-1.8%
- CCOc1ccc(S(=O)(=O)Nc2cc(S(=O)(=O)N3CCOCC3)ccc2OC)cc1
    0	-1%	8%	0%	0%	-2%	13%	-10%	-14%	-8%	0.4%
- CC(=O)N1CCCN(C(=O)c2ccc3nc(Cc4cccc(Cl)c4)oc3c2)CC1
    -7	-7%	?	1%	5%	-11%	-8%	-2%	2%	-4%	1.9%
- C=CCc1c(OC(C)=O)c2ccccc2n(C)c1=O
    6	-6%	4%	4%	4%	-1%	-3%	-5%	10%	-5%	-0.6%
- COc1ccc(NC(=O)c2cc(S(=O)(=O)Nc3ccc(OC)cc3)cs2)cc1
    -1	-7%	-32%	-8%	-20%	-4%	-1%	-39%	-11%	14%	0.4%
- C=CCn1c(SCC(=O)c2cc(C)n(CC3CCCO3)c2C)nnc1-c1ccccc1 (stereo not given)
    3	-5%	8%	2%	8%	2%	-4%	1%	6%	4%	5.5%
- Cc1ccc(/C=C/C(=O)c2cc(Br)ccc2OC(=O)c2ccco2)cc1
    0	?	-24%	2%	-4%	-5%	?	-30%	-9%	1%	-0.5%
- Cc1cc(Cn2nnnc2-c2ccncc2)cc(C)c1O
    -1	4%	0%	6%	6%	-1%	23%	-2%	0%	15%	0.0%
- COc1ccc(OCCC(=O)NCc2ccccc2)cc1
    2	3%	-13%	0%	0%	-7%	-4%	-2%	3%	-13%	-0.2%
- CC1(C)CC(CCC(=O)NC(=S)Nc2ccccc2Cl)C(=O)O1 (stereo not given)
    1	-3%	-41%	0%	0%	-1%	1%	27%	-20%	1%	0.1%
- CC(CN1CCN(C)CC1)OC(=O)c1ccccc1Cl (stereo not given)
    -2	0%	-3%	2%	0%	-2%	0%	-11%	-1%	-8%	-0.5%
- Cc1ccsc1C(=O)OCc1nnc(-c2ccccc2)o1
    .	?	-13%	0%	0%	-10%	23%	84%	2%	0%	-0.3%
- CC(C)c1ccc(N2C(=O)C(Cl)=C(N3CCOCC3)C2=O)cc1
    ?	-1%	-198%[inhibitor]	1%	31%	-1%	13%	-4%	.	-1%	-1.0%
- CS/C(=N\S(=O)(=O)c1cccs1)Nc1ccc(F)c(Cl)c1
    -4	2%	14%	12%	2%	-4%	5%	-15%	3%	-3%	-0.4%
- CCNC(=O)COC(=O)c1ccc(-n2nc(C)cc2C)cc1
    -2	0%	?	4%	-1%	-1%	-2%	-11%	3%	-8%	-0.3%
- CC/C(=N\NC(=O)Nc1nonc1N)c1ccc(OC)c(OC)c1
    1	3%	-17%	-1%	0%	1%	-3%	0%	-5%	-1%	0.0%

# Full records as entered above. Screens in order: TRPV1 ag | ELG1 genotox | Integrin act MD | USP2a block | ASM inhibitor | TSG101-PTAP inh | p53 reactivator | BRCA1 expr up | uPA surface inh | Eya2 phos inh | B2AR arrestin
# `Cc1ccc(Cn2ncc(C)c2N)o1` is listed as 0 | 1% | -18% | 2% | 12% | -4% | -1% | 36% | 2% | 4% | -1.8%
# `CC(C)[C@H](NC(=O)c1ccc(F)cc1)C(=O)OCC(=O)NC(=O)c1cccn1C` is listed as 0 | 0% | 26% | 1% | 4% | -2% | -3% | -1% | -1% | -3% | -0.7%
# `COc1cc(OC)cc(-c2nc3ccccc3s2)c1` is listed as 4 | ? | 1%[7.66 µM] | -2% | -9% | 3% | 13% | -7% | . | 6% | -0.1%
